AmpC no deterg = AmpC beta-lactamase inhibition without detergent; AmpC nitrocefin hydrolysis, absorbance 480 nm, 0.0001% Triton; hit rate 0.52% among 330,000; Potency, µM (doses to about 57.1 µM), without a hit: at the highest dose activity change, negative = inhibition, hits mostly inhibitors; P00811; AID 485341;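 further: plate controls were no compound for no effect and no enzyme for full effect; nearly all actives have a fitted effect of over 20% in size; some results filed as inactive show a strong effect at the top dose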
Target sequence (P00811 whole entry, looked up): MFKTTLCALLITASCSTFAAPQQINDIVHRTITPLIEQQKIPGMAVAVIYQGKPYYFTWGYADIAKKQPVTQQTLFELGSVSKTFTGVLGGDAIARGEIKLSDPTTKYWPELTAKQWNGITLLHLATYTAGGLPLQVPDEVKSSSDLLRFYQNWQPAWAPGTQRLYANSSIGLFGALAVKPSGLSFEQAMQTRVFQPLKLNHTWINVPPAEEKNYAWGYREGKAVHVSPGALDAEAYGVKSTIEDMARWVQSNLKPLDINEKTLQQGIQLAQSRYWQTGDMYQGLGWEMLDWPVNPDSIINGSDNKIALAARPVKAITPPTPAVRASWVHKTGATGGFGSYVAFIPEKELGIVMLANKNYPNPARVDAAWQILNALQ
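AmpC (5.3 nM in the dispensed reagent) in 20 mM phosphate pH 7.0 with 0.01% (detergent screen) or 0.0001% Triton X-100 was preincubated with compounds for 15 min at room temperature. Nitrocefin was then added from an 800 uM solution, and hydrolysis was followed at 480 nm.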
LmPK inhibitor = blocks Leishmania mexicana pyruvate kinase activity; purified LmPK, Kinase-Glo ATP luminescence, 1 h; Potency, µM (top dose mostly 57.5 µM), for the others: at the highest dose activity change, negative = inhibition, usual class: inhibitors; hit rate 0.37% among 290,000; AID 1721
Target sequence (Q27686 whole entry, looked up): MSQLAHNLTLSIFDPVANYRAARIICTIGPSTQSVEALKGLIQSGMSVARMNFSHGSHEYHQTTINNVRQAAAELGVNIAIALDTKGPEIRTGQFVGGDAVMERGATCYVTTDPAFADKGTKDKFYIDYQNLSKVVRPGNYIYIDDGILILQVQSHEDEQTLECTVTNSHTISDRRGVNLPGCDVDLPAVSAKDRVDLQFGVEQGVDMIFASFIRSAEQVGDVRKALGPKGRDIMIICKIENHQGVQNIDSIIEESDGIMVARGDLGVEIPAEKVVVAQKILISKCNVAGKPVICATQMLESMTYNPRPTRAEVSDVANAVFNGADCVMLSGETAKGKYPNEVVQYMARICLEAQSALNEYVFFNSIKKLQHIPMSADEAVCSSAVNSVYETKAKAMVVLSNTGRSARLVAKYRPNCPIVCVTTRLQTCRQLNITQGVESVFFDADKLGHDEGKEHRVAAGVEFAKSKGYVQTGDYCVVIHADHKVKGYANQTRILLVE
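qHTS format; LmPK 0.1 nM; substrates PEP 0.5 mM and ADP 0.1 mM. One-hour room-temperature incubation, then coupled luciferase luminescence; 0.5 nM enzyme wells mark activation.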
Tb PYK inh = inhibitors of Trypanosoma brucei pyruvate kinase. TbPYK enzyme, Kinase-Glo Plus ATP luminescence, 45 min. Q57TT1. hit rate 0.12% among 410,000. Potency, µM (titrated, usually from 76.8 µM), for the others: at the top dose activity, negative = inhibition, usual class: inhibitors; further: nearly all actives have a fitted effect of over 50% in size
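Screened from lowest to highest concentration, compounds were pinned into TbPYK/substrate mixtures, and ADP (130 uM final) was added. Plates sat at room temperature for 45 min prior to Kinase-Glo Plus detection by luminescence.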
Starred values were filed as active, the others as inactive; nt = no result given; [ ] = another dose, or the depositor's remark. The call rests on the fitted dose curve; in most records, active means well fitted curve in the direction sought with a large enough effect; inconclusive means small, poorly fitted or top-dose-only effect, or another doubt; inactive means no such curve, though single readings can be large; an effect the other way counts as inactive or inconclusive. Unless noted, on the % scale 0 is the no-effect control and ±100 the full control effect; potency means the concentration at half of the fitted maximal effect. These rows are one share of the data; count on the stated rates, not on these rows.

structure	AmpC no deterg	LmPK inhibitor	Tb PYK inh
COC(=O)C1=C(C(=O)OC)[C@@H]2Nc3ccccc3[C@@]23C[C@@H](C(=O)OC)N(S(=O)(=O)c2ccc(C#N)cc2)C3=N1	nt	-6%[11.5 µM]	nt
CC#CCN1c2ccccc2[C@]23C[C@@H](C(=O)OC)N(C(=O)CC(C)C)C2=NC(C(=O)OC)=C(C(=O)OC)[C@H]13	nt	-2%[11.5 µM]	nt
CCCCS(=O)(=O)N1CCc2nc(COc3ccccc3)c3c(c2C1)CO[C@@H](C)C3	nt	-2%[11.5 µM]	nt
COC(=O)C1=C(C(=O)OC)[C@@H]2Nc3ccccc3[C@@]23C[C@@H](C(=O)OC)N(S(=O)(=O)c2ccc(OC)cc2)C3=N1	nt	3%[11.5 µM]	nt
CC1(OC(=O)C2CCCC2)C(=O)C=C2C=C(c3ccsc3)N(c3ccc(CO)cc3)C=C2C1=O (stereo not drawn)	nt	-10%[11.5 µM]	nt
CCCCc1nc2c(c3c1C[C@H](C)OC3)CN(C(=O)c1cc(I)ccc1F)CC2	nt	-2%[11.5 µM]	nt
CCCCS(=O)(=O)N1C2=NC(C(=O)OC)=C(C(=O)OC)[C@@H]3N(Cc4ccccc4)c4ccccc4[C@]23C[C@H]1C(=O)OC	nt	-4%[11.5 µM]	nt
COc1ccc(-c2nc3c(c4c2C[C@H](c2ccccc2)OC4)CN(S(=O)(=O)c2c(C)noc2C)CC3)c(C)c1	nt	-4%[11.5 µM]	nt
COC(=O)N1C(C2CC2)=Cc2ccccc2C1CC(C)=O (stereo not drawn)	nt	-5%[11.5 µM]	nt
CCCCc1nc2c(c3c1C[C@H](C)OC3)CN(C(=O)Nc1cccc(C#N)c1)CC2	nt	-4%[11.5 µM]	nt
CCCCc1cc2c(cn1)=C(OC(=O)CCC(=O)OC)C(C)(OC(=O)CC)C(=O)C=2 (stereo not drawn)	nt	-7%[11.5 µM]	nt
COC(=O)C1=C(C(=O)OC)[C@@H]2N(C)c3ccc(OC)cc3[C@@]23C[C@@H](C(=O)OC)N(S(=O)(=O)c2ccc(C(F)(F)F)cc2)C3=N1	nt	6%[11.5 µM]	nt
CCCCc1cc2c(cn1)=C(OC(=O)c1ccc(Cl)nc1)C(C)(OC(=O)CC)C(=O)C=2 (stereo not drawn)	nt	0%[11.5 µM]	nt
COC(=O)C1=C(C(=O)OC)[C@@H]2N(Cc3ccccc3)c3ccccc3[C@@]23C[C@@H](C(=O)OC)N(S(=O)(=O)c2ccc(OC)cc2)C3=N1	nt	-2%[11.5 µM]	nt
COC(=O)C(C(=O)OC)[C@@H]1c2ccccc2[C@H]2C(=C[C@@H](C)[C@H]3C(=O)N(c4ccccc4)C(=O)[C@H]32)N1C(=O)OC	nt	2%[11.5 µM]	nt
COC(=O)C1=C(C(=O)OC)[C@@H]2Nc3ccccc3[C@@]23C[C@@H](C(=O)OC)N(S(=O)(=O)c2cccs2)C3=N1	nt	4%[11.5 µM]	nt
C[C@H]1Cc2c(-c3ccccc3)nc3c(c2CO1)CN(C(=O)Nc1cccc(C#N)c1)CC3	nt	0%[11.5 µM]	nt
CCCCC1=CC2=CC(=O)C(C)(OC(=O)CC)C(=O)C2=CN1c1ccncc1 (stereo not drawn)	nt	0%[11.5 µM]	nt
C=CCN1c2ccccc2[C@]23C[C@@H](C(=O)OC)N(S(=O)(=O)c4ccc(C(F)(F)F)cc4)C2=NC(C(=O)OC)=C(C(=O)OC)[C@H]13	nt	4%[11.5 µM]	nt
C=CCN1c2ccccc2[C@]23C[C@@H](C(=O)OC)N(S(=O)(=O)CCCC)C2=NC(C(=O)OC)=C(C(=O)OC)[C@H]13	nt	2%[11.5 µM]	nt
CCOC(=O)CCCNC(=O)N1CCc2nc(-c3ccccc3)c3c(c2C1)CO[C@@H](C)C3	nt	-4%[11.5 µM]	nt
C=CC1=C2C=C(C3CC3)N(CCOC)C=C2C(=O)C(C)(OC(=O)c2ccco2)C1=O (stereo not drawn)	nt	-3%[11.5 µM]	nt
COc1cccc(CC(=O)N2CCc3nc(-c4ccccc4)c4c(c3C2)CO[C@@H](C)C4)c1	nt	0%[11.5 µM]	nt
COC(=O)CC1c2ccccc2C(Cc2ccc(OC)cc2)C(C)N1C(=O)OC (stereo not drawn)	nt	-1%[11.5 µM]	nt
COc1ccc(-c2nc3c(c4c2C[C@H](c2ccccc2)OC4)CN(C(=O)NCCc2c[nH]c4ccccc24)CC3)c(C)c1	nt	-10%[11.5 µM]	nt
COC(=O)C(C(C)=O)C1c2ccccc2C=C(C)N1C(=O)OC (stereo not drawn)	nt	-7%[11.5 µM]	nt
COC(=O)C1=C(C(=O)OC)[C@@H]2N(C)c3ccccc3[C@@]23C[C@@H](CO)N(C(=O)c2ccco2)C3=N1	nt	4%[11.5 µM]	nt
COC(=O)C1=C(C(=O)OC)[C@@H]2N(Cc3ccccc3)c3ccccc3[C@@]23C[C@@H](C(=O)OC)N(S(=O)(=O)c2ccc(C#N)cc2)C3=N1	nt	4%[11.5 µM]	nt
COC(=O)N1C(/C=C/c2ccc3c(c2)OCO3)=Cc2ccccc2C1CC(C)=O (stereo not drawn)	nt	-3%[11.5 µM]	nt
C[C@H]1Cc2c(COc3ccccc3)nc3c(c2CO1)CN(C(=O)C1CCCCC1)CC3	nt	-5%[11.5 µM]	nt
COC(=O)C1=C(C(=O)OC)[C@@H]2N(C)c3ccccc3[C@@]23C[C@@H](C(=O)OC)N(S(=O)(=O)c2ccc(Br)cc2)C3=N1	nt	0%[11.5 µM]	nt
C=CC1=C2C=C(C3CC3)N(C3CCCC3)C=C2C(=O)C(C)(OC(=O)c2ccco2)C1=O (stereo not drawn)	nt	-2%[11.5 µM]	nt

A different layout for part of the listing above:
COC(=O)C(C(C)=O)C1c2ccccc2C=C(C)N1C(=O)OC (stereo not drawn)
  AmpC no deterg: nt
  LmPK inhibitor: -7%[11.5 µM]
  Tb PYK inh: nt

COC(=O)C1=C(C(=O)OC)[C@@H]2N(C)c3ccccc3[C@@]23C[C@@H](CO)N(C(=O)c2ccco2)C3=N1
  AmpC no deterg: nt
  LmPK inhibitor: 4%[11.5 µM]
  Tb PYK inh: nt

COC(=O)C1=C(C(=O)OC)[C@@H]2N(Cc3ccccc3)c3ccccc3[C@@]23C[C@@H](C(=O)OC)N(S(=O)(=O)c2ccc(C#N)cc2)C3=N1
  AmpC no deterg: nt
  LmPK inhibitor: 4%[11.5 µM]
  Tb PYK inh: nt

COC(=O)N1C(/C=C/c2ccc3c(c2)OCO3)=Cc2ccccc2C1CC(C)=O (stereo not drawn)
  AmpC no deterg: nt
  LmPK inhibitor: -3%[11.5 µM]
  Tb PYK inh: nt

New compounds follow.
structure	AmpC no deterg	LmPK inhibitor	Tb PYK inh
CCCCc1nc2c(c3c1C[C@H](C)OC3)CN(C(=O)C1CCCCC1)CC2	nt	-8%[11.5 µM]	nt
CCOC(=O)CN1C(=O)N[C@@H](c2ccccc2)[C@H](C(=O)OC)[C@H]1C	nt	-3%[11.5 µM]	nt
C=CCN1c2ccccc2[C@]23C[C@@H](C(=O)OC)N(S(=O)(=O)c4ccc(C)cc4)C2=NC(C(=O)OC)=C(C(=O)OC)[C@H]13	nt	-3%[11.5 µM]	nt
CCCCS(=O)(=O)N1CCc2nc(-c3ccc(OC)cc3C)c3c(c2C1)CO[C@@H](c1ccccc1)C3	nt	-7%[11.5 µM]	nt
C[C@H]1Cc2c(-c3ccccc3)nc3c(c2CO1)CN(C(=O)c1cc(I)ccc1F)CC3	nt	-3%[11.5 µM]	nt
CCCCc1nc2c(c3c1C[C@H](C)OC3)CN(C(=O)Cc1cccs1)CC2	nt	-6%[11.5 µM]	nt
COC(=O)CCCC1=CC2=C(c3ccccc3)C(=O)C(C)(OC(=O)C3CCCC3)C(=O)C2=CN1Cc1ccccc1 (stereo not drawn)	nt	-5%[11.5 µM]	nt
COC(=O)C1=C(C(=O)OC)[C@@H]2N(C)c3ccc(OC)cc3[C@@]23C[C@@H](C(=O)OC)N(S(=O)(=O)c2ccc(Br)cc2)C3=N1	nt	-2%[11.5 µM]	nt
CC(=O)Nc1ccc(S(=O)(=O)N2CCc3nc(-c4ccccc4)c4c(c3C2)CO[C@@H](C)C4)cc1	nt	-1%[11.5 µM]	nt
CC1(OC(=O)c2ccc(Cl)nc2)C(=O)C=c2cc(-c3ccsc3)ncc2=C1OC(=O)C1CCCC1 (stereo not drawn)	nt	-1%[11.5 µM]	nt
COc1ccc(NC(=O)N2CCc3nc(-c4ccccc4)c4c(c3C2)CO[C@@H](C)C4)cc1	nt	-4%[11.5 µM]	nt
COc1ccc(-c2nc3c(c4c2C[C@H](c2ccccc2)OC4)CN(S(=O)(=O)c2ccc(Cl)c4nonc24)CC3)c(C)c1	nt	-7%[11.5 µM]	nt
C=C1C2c3ccccc3C(CC2(C)O[Si](C)(C)C)N1C(=O)OC (stereo not drawn)	nt	0%[11.5 µM]	nt
COc1ccc(-c2nc3c(c4c2C[C@H](c2ccccc2)OC4)CN(S(=O)(=O)c2ccc4c(c2)OCCN4C)CC3)c(C)c1	nt	-2%[11.5 µM]	nt
COC(=O)C1=C(C(=O)OC)[C@@H]2N(C)c3ccc(OC)cc3[C@@]23C[C@@H](C(=O)OC)N(C(C)=O)C3=N1	nt	1%[11.5 µM]	nt
C=CCN1c2ccccc2[C@]23C[C@@H](C(=O)OC)N(C(=O)COCc4ccccc4)C2=NC(C(=O)OC)=C(C(=O)OC)[C@H]13	nt	0%[11.5 µM]	nt
COC(=O)CCC(=O)OC1(C)C(=O)C2=CN(Cc3ccco3)C(c3ccc(OC)cc3)=CC2=C(Br)C1=O (stereo not drawn)	nt	-6%[11.5 µM]	nt
COC(=O)C1=C(C(=O)OC)[C@@H]2N(Cc3ccccc3)c3ccccc3[C@@]23C[C@@H](C(=O)OC)N(S(=O)(=O)c2ccc(C(F)(F)F)cc2)C3=N1	nt	-4%[11.5 µM]	nt
COCC1=Cc2cc3c(cc2C(C(C(=O)OC)C(=O)OC)N1C(=O)OC)OCO3 (stereo not drawn)	nt	-13%[11.5 µM]	nt
CCCCc1nc2c(c3c1C[C@H](C)OC3)CN(S(=O)(=O)CCCC)CC2	nt	0%[11.5 µM]	nt
CC(=O)OC[C@]12CC[C@H]3[C@@](C)(CC[C@H]4C(C)(C)CCC[C@]34C)[C@@H]1C[C@H](C1=CC(=O)O[C@@H]1OC(C)=O)O2	28%	nt	nt
Cc1ccc2c(c1)-n1c(nc3cc(Cl)ccc3c1=O)C(Cc1ccccc1)NC2=O (stereo not drawn)	-38%	nt	nt
CCCCNC(=O)C(C1CCCCC1)N(CCN(C)C)C(=O)CCCN1C(=O)NC(c2ccc(-c3ccccc3)cc2)C(C(=O)OCc2ccccc2)=C1C (stereo not drawn)	178%[activator]	nt	nt
O=C(Nc1ccc(Cl)cc1)c1nc[nH]c1C(=O)NCCCNC(=O)c1[nH]cnc1C(=O)Nc1ccc(Cl)cc1	-26%	nt	nt
C[C@]12CCC(=O)C=C1CC[C@H]1C2CC[C@@]2(C)[C@@H]1CC[C@]2(C)O (stereo partly drawn)	nt	nt	-5%
CS(=O)(=O)N1CCC2(CC1)CN(c1ccc(-c3ccccc3)cc1)C2	nt	nt	-6%
CCCCCCC(=O)O[C@@H]1CC[C@H]2[C@@H]3CCc4cc(O)ccc4[C@H]3CC[C@]12C	nt	nt	-12%
Cc1noc(C)c1C(=O)N1CCC[C@@]2(CCN(C(=O)NC(C)C)C2)C1	nt	nt	1%
CC(=O)N[C@H](CC(C)C)C(=O)O	nt	nt	2%
Nc1ccccc1C(=O)O	nt	nt	-8%
CC(C)(C)OC(=O)c1ncn2c1[C@@H]1CCCN1C(=O)c1c(Br)cccc1-2	nt	nt	-7%
O=C(O)c1ccccc1-c1c2cc(Br)c(=O)c(Br)c-2oc2c(Br)c(O)c(Br)cc12	nt	nt	-24%
Cn1cc(-c2nc3cnc(Oc4cccc(Cl)c4)nc3n(CCC#N)c2=O)c2ccccc21	nt	nt	3%
N#Cc1cccc(NC(=O)N2CCCC3(CCN(S(=O)(=O)c4ccccc4)CC3)C2)c1	nt	nt	-5%
CC(=O)N1CCC2(CCCN(Cc3ccc(C#N)cc3)C2)CC1	nt	nt	4%
FC(F)(F)C(F)(F)C(F)(F)C(F)(F)C(F)(F)C(F)(F)F	nt	nt	1%
O=C(c1ccco1)N1CCC[C@@]2(CCN(c3ncccn3)C2)C1	nt	nt	-8%
COC1C=CO[C@@]2(C)Oc3c(C)c(O)c4c(O)c(c5c(nc6cc(C)ccn65)c4c3C2=O)NC(=O)/C(C)=C\C=CC(C)C(O)[C@@H](C)C(O)C(C)[C@@H](OC(C)=O)C1C (stereo partly drawn)	nt	nt	-7%
COC(=O)N1CCC2(CCCN(Cc3nccs3)C2)CC1	nt	nt	-10%
